# Bioassay records (PubChem BioAssay)
# TexasRed autofl – compounds fluorescent in Texas Red spectral region; Compound fluorescence, Texas Red channel, 547/618 nm; active compounds read high; max dye-equivalent concentration, M; 59,000 tested, 0.06% active; AID 587; in the data active means max dye-equivalent concentration above about 10 nM; inconclusive means between about 1.1 nM and that limit
#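 Spectral interference profiling: each compound concentration's relative fluorescence, read with a 547 nm excitation and 618 nm emission filter pair, was normalized to a per-plate Texas Red standard curve.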
# ALOX15 inhib – 15-hLO (ALOX15) enzyme inhibition; 74,000 tested, 1.4% active; AID 887; purified 15hLO-1, xylenol orange hydroperoxide absorbance; P16050; Potency, µM (doses to about 57.1 µM), for inactives: at the top dose activity change, negative = inhibition, usual class: inhibitors; further: potency means the concentration at half of the fitted maximal effect; on the % scale 0 is the no-effect control and ±100 the full control effect; nearly all actives have a fitted effect of over 55% in size
#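 Inhibition is scored from a chromogenic endpoint. After 15 min enzyme-compound contact, arachidonic acid (50 uM final) reacts 6 min with 40 nM 15hLO-1 at room temperature, then Fe-XO reagent is added for 30 min and absorbance ratio recorded.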
# Hsp90 Hop PPI – changes Hsp90-Hop TPR2A binding signal, up or down. 71,000 tested, 0.44% active. AID 595. Potency, µM (doses to about 57 µM), inactives show at the top dose activity change, negative = inhibition. AlphaScreen TPR2A-His6 binding biotin-Hsp90 C-terminal peptide; active means well fitted curve in either direction with a large enough effect; inconclusive means small, poorly fitted or top-dose-only effect, or another doubt; further: potency means the concentration at half of the fitted maximal effect; on the % scale 0 is the no-effect control and ±100 the full control effect; many of its hits are not listed in these tables
# ERK AVP inh – blocks ERK signaling stimulated by vasopressin; HEK293-V1b, vasopressin-stimulated pERK AlphaScreen; Potency, µM (top dose mostly 57.5 µM), for inactives: at the highest dose activity, negative = inhibition, usual class: inhibitors; 72,000 tested, 0.99% active; AID 995; further: potency means the concentration at half of the fitted maximal effect; on the % scale 0 is the no-effect control and ±100 the full control effect; nearly all actives have a fitted effect of over 55% in size
#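 HEK293 cells stably expressing V1b receptor, seeded overnight in 1% FBS, were treated with compounds for 30 min at 37C, then stimulated 5 min with 25 nM vasopressin; phospho-ERK read by AlphaScreen SureFire after lysis.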
# CRE-bla Fsk – modulators of forskolin-stimulated CRE signaling in CHO cells | CHO CRE-bla reporter (cAMP response element driving beta-lactamase), forskolin EC10, beta-lactamase ratio | Potency, µM (highest dose often 38.2 µM), without a hit: at the top dose activity change, negative = inhibition, usual class: activators | 71,000 tested, 2.5% active | AID 662; active means well fitted activation curve with a large enough effect in the signal ratio, with a control signal flat, not every such curve was filed as active; inconclusive means small, poorly fitted or top-dose-only effect, or effect the other way, or a change in a side signal; the % refers to the signal ratio; further: potency means the concentration at half of the fitted maximal effect; % of control where 0% means no effect
#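 Titrated compounds plus EC10 NKH 477 on CHO CRE-bla cells, 3 h, 37 °C. CCF4, 2 h RT. Ratio 460/530 nm → AC50.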
# HBB splicing – modulators of hemoglobin beta chain splicing | HBB splicing reporter cell assay, activation; EGFP reporter with mutant IVS2-654 intron; response scale: normalised to 500 nM splice-correcting PNA | Potency, µM (doses to about 46.1 µM), for the others: at the top dose activation, most hits filed as activators | 65,000 tested, 0.06% active; further: potency means the concentration at half of the fitted maximal effect; 0% is about no effect
#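 Compounds were applied for 2 days to HeLa EGFP-654 cells, 500/well in Optimem with 2% FCS. The reporter's EGFP is disrupted by mis-splicing of beta-globin intron IVS2-654. Readout: summed well GFP fluorescence from 488 nm laser scanning; reference was 500 nM antisense […] 654 PNA.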
# Rhodamine fluor – rhodamine region autofluorescence; Rhodamine-region fluorescence, 547/598 nm, Tris buffer; active compounds read high; max dye-equivalent concentration, M; 59,000 tested, 0.05% active; AID 594; in the data active means max dye-equivalent concentration above about 11 nM; inconclusive means between about 1.1 nM and that limit
#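 Intensities are converted to rhodamine-equivalent concentration using a six-point rhodamine standard on each plate. Compounds sit 15 min at room temperature in 100 mM Tris buffer, pH 8.0; read uses the 547/598 nm excitation/emission pair.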
# Pol III holo inh – inhibitors of bacterial DNA polymerase III holoenzyme; reconstituted DNA polymerase III holoenzyme replication, biochemical; Potency, µM (highest dose often 57.1 µM), for the others: at the top dose activity change, negative = inhibition; 71,000 tested, 0.25% active; AID 603; further: potency means the concentration at half of the fitted maximal effect; on the % scale 0 is the no-effect control and ±100 the full control effect
#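 Reconstituted *E. coli* holoenzyme (0.35 nM Pol III, 1 nM beta, 154 nM SSB, 2 nM primase) was preincubated with compound for 15 min at RT. Synthesis on 1.4 nM ssM13Gori ran 35 min, then was stopped with PicoGreen/EDTA and read as dsDNA fluorescence.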
# Tau fil binding – tau filament binding | P10636 | recombinant tau filaments, thioflavin S fluorescence, 15 h; filaments grown with octadecylsulfate alongside compound | Potency, µM (doses to about 57.1 µM), without a hit: top-dose activity change, negative = inhibition | 71,000 tested, 2% active | AID 596;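 further: potency means the concentration at half of the fitted maximal effect; on the % scale 0 is the no-effect control and ±100 the full control effect; actives lower thioflavin S fluorescence by blocking filaments or displacing dye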
#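 Thioflavine S fluorescence (ex 450, em 510 nm) reports filaments formed from 1 uM human tau plus 30 uM ODS over 15 h at 37 C (10 mM HEPES pH 7.4, 100 mM NaCl, 5 mM DTT); compounds displacing dye or blocking filaments lower signal.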
# FLuc inh – inhibitors of firefly luciferase. 72,000 tested, 2.2% active. P08659. purified firefly luciferase, luminescence, 8 min. Potency, µM (top dose mostly 57.1 µM), inactives show at the highest dose activity change, negative = inhibition, usual class: inhibitors; further: potency means the concentration at half of the fitted maximal effect; on the % scale 0 is the no-effect control and ±100 the full control effect; nearly all actives have a fitted effect of over 40% in size
# Target sequence (P08659 whole entry, looked up): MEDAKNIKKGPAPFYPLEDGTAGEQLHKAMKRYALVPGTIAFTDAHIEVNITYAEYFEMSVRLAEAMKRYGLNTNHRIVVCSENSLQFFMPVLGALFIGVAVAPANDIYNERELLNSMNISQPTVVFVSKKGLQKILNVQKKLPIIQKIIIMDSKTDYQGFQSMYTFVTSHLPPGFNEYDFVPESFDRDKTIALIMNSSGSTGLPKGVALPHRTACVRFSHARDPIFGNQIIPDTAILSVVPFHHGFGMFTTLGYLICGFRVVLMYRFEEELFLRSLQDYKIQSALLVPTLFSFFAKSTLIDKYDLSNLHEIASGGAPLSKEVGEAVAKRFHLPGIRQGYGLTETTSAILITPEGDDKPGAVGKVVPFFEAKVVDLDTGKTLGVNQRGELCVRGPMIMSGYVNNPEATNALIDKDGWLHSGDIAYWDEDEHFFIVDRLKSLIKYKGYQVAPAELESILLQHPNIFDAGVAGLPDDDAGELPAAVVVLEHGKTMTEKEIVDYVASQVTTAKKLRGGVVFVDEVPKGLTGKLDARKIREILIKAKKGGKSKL
#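 Luminescence read-out after 8 min at room temperature; enzyme reaction used luciferin plus 10 uM ATP (linear range) in imidazole buffer pH 7.2 with KCl, MgCl2, Tween 20 and BSA. Each sample was run as a titration.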
# HADH2 inhib – inhibitors of human HADH2 dehydrogenase. Q99714. recombinant HADH2, NADH fluorescence, beta-hydroxybutyryl-CoA. Potency, µM (series often up to 57.1 µM), for inactives: top-dose activity change, negative = inhibition, most hits filed as inhibitors. 73,000 tested, 3.4% active. AID 886; further: potency means the concentration at half of the fitted maximal effect; on the % scale 0 is the no-effect control and ±100 the full control effect; nearly all actives have a fitted effect of over 60% in size; many of its hits are not listed in these tables
# Target sequence (Q99714 whole entry, looked up, one chain of several): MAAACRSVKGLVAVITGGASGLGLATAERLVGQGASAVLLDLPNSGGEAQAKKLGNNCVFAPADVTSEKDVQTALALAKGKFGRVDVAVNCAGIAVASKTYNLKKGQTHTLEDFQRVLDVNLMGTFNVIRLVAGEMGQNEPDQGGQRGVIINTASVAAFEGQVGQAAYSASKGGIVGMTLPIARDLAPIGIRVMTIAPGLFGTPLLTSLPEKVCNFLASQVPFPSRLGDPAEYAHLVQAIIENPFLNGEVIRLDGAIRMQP
#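 Read-out: 360 nm excitation, 450 nm emission, kinetic over 4 min. Conditions: His-tagged human HADH2 20 nM, pH 9.0 Tris with Tween-20, 1 mM NAD+, 90 uM beta-hydroxybutyryl-CoA.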
# * hit, by the source's call; i = inactive; ? = inconclusive; . = no result given; & = joins results of further samples; [ ] = dose if it differs, or a comment. Unless noted, the call rests on the fitted dose curve; in most records, active means well fitted curve in the direction sought with a large enough effect; inconclusive means small, poorly fitted or top-dose-only effect, or another doubt; inactive means no such curve, though single readings can be large; an effect the other way counts as inactive or inconclusive. Some of the compounds tested; count on the stated rates, not on these rows.
SMILES,TexasRed autofl,ALOX15 inhib,Hsp90 Hop PPI,ERK AVP inh,CRE-bla Fsk,HBB splicing,Rhodamine fluor,Pol III holo inh,Tau fil binding,FLuc inh,HADH2 inhib
COC(=O)c1ccc(CSc2nnc(CNC(=O)c3ccccc3F)o2)o1,i,4%,-16%,-13%,-3%,-0.5%,i,1%,8%,3%,-26%
COc1ccc(N(CC(=O)Nc2cccc(C)c2)S(=O)(=O)c2c(C)n[nH]c2C)cc1,i,-7%,-2%,23%,?,-2.6%,i,-2%,-2%,1%,5%
O=C(c1ccco1)[C@@H]1[C@@H]2C(=O)N(c3ccccc3)C(=O)[C@@H]2C2c3ccccc3C=CN21 (stereo not given in full),i,?,?,-14%,?,2.0%[0.369 µM],i,-7%,147%,-2%,12%
O=C1C2ON(c3ccccc3)C(c3ccncc3)C2C(=O)N1c1ccc(N2CCOCC2)cc1 (stereo not given),.,-5%,-4%,-1%,3%,0.2%,.,-4%,-16%,1%,-8%
CC(C)CCn1cnc2c(cnn2-c2ccc(F)cc2)c1=O,i,4%,8%,-7%,?,-0.4%,i,3%,3%,-6%,10%
Cn1c(C(=O)NCCCN2CCOCC2)cc2c(=O)n(C)c3ccccc3c21,.,?,0%[2.3 µM],?,?,-0.7%,.,?,42%,0%,?
Cc1cc(C)n2ncc(C(=O)Nc3ccc4c(c3)OCO4)c2n1,i,3%,-3%,-11%,12%,0.6%,i,-3%,2%,0%,-25%
CCOC(=O)C(NCc1ccccc1OC)(NC(C)=O)C(F)(F)F (stereo not given),i,0%,0%,-24%,7%,0.2%[0.369 µM],i,-3%,-6%,2%,16%
CCN(CC(=O)NCc1cccs1)c1nnnn1-c1ccccc1,i,12%,-1%,8%,?,-3.0%,i,-8%,-6%,5%,-12%
CCOc1ccc2[nH]c(=O)c(CN(Cc3cccnc3)C(=O)Nc3ccccc3OC)cc2c1,i,6%,-2%,7%,?,0.1%[57.5 µM],i,2%,15%,-28%,-1%
Cc1ccc(NC(=O)C2CCN(S(=O)(=O)c3cccc4nonc34)CC2)nc1,?,-1%,-4%,?,?,-0.5%,i,8%,-20%,1%,-3%
CC(=O)c1cc(F)c(N2CCN(C(=O)c3ccco3)CC2)cc1C,i,0%,-4%,-24%,2%,-1.0%,i,3%,-2%,2%,-5%
O=C(CSc1nnc(-c2ccncc2)n1C1CCCCC1)Nc1ccccc1,?,-10%,0%,-6%,1%,.,i,-3%,11%,1%,10%
CCN(CC)CCCN1C(=O)C(=O)/C(=C(/O)c2ccc3c(c2)OCCO3)C1c1ccc(C)o1 (stereo not given),i,-6%,-1%,7%,-8%,-1.0%[1.84 µM],i,-3%,0%,2%,-8%
CC1=NCCN1S(=O)(=O)c1cc(Cl)ccc1Cl,i,6%,-8%,-5%,?,0.1%,i,-7%,8%,3%,4%
CC(=O)N1CCN(c2ccc(Oc3ncnc4sccc34)cc2)CC1,i,-6%,-5%,-11%,?,-1.2%,i,-3%,5%,-1%,?
CCOC(=O)CC(=O)CSc1ncnc2c1cnn2-c1ccccc1,i,-6%,4%,14%,10%,-0.2%[57.5 µM],i,0%,4%,-14%,?
Cc1ccccc1-c1nc(CS(=O)CC(=O)NCCN2CCOCC2)c(C)o1 (stereo not given),.,2%,-4%[2.3 µM],-10%,-9%,0.1%,.,8%,-3%,1%,-17%
Cc1nc2c(OCc3ccccc3)cccn2c1CC#N,i,8%[25.6 µM],-6%&-3%,?,?,2.1%,i,-1%&-5%,?,-1%&-3%,9%&-25%
COC(=O)CCC(=O)c1oc2ccccc2c1N,i,12%,-3%,-17%,-1%,-4.5%,i,11%,-29%,-23%,-10%

# Profiles from above:
# `COC(=O)c1ccc(CSc2nnc(CNC(=O)c3ccccc3F)o2)o1` is listed with TexasRed autofl = i; ALOX15 inhib = 4%; Hsp90 Hop PPI = -16%; ERK AVP inh = -13%; CRE-bla Fsk = -3%; HBB splicing = -0.5%; Rhodamine fluor = i; Pol III holo inh = 1%; Tau fil binding = 8%; FLuc inh = 3%; HADH2 inhib = -26%
# `CCOc1ccc2[nH]c(=O)c(CN(Cc3cccnc3)C(=O)Nc3ccccc3OC)cc2c1` is listed with TexasRed autofl = i; ALOX15 inhib = 6%; Hsp90 Hop PPI = -2%; ERK AVP inh = 7%; CRE-bla Fsk = ?; HBB splicing = 0.1%[57.5 µM]; Rhodamine fluor = i; Pol III holo inh = 2%; Tau fil binding = 15%; FLuc inh = -28%; HADH2 inhib = -1%

# (next part)
SMILES,TexasRed autofl,ALOX15 inhib,Hsp90 Hop PPI,ERK AVP inh,CRE-bla Fsk,HBB splicing,Rhodamine fluor,Pol III holo inh,Tau fil binding,FLuc inh,HADH2 inhib
O=C(CN(C(=O)CSc1nnc(COc2ccccc2)o1)c1ccc(F)cc1)NC1CCCC1,i,2%,-2%,-10%,6%,-0.2%[57.5 µM],i,-8%,-5%,0%,5%
CC(=O)NCCNc1nc(-c2ccc3c(c2)OCO3)nc2ccccc12,i,12%,-2%,-26%,?,-0.5%,i,1%,-3%,-1%[2.29 µM],8%
CCn1c2ccccc2c2cc(NC(=O)COC(=O)Cc3cn4ccsc4n3)ccc21,i,1%,-7%,-28%,?,0.0%[57.5 µM],i,-5%,-3%,-3%,10%
CCCC[C@@H]1C[C@H]1C(NC(=O)c1ccccc1)c1ccc(Cl)cc1 (stereo not given in full),.,.,11%,-14%,7%,0.9%,.,2%,6%,.,-6%
O=C1CC(N2CCOCC2)C(=O)N1c1ccc2c(c1)OCO2 (stereo not given),i,7%,-5%,2%,4%,-2.4%,i,2%,2%,2%,-6%
C[C@@H]1O[C@@H](n2cc(F)c(=O)[nH]c2=O)[C@H](O)[C@@H]1O,i,5%,-7%,14%,?,2.5%,i,-3%,8%,0%,7%
N#CC1=C2Sc3ccccc3N2CCCC1=O,?,2%,-5%,-12%,-6%,-3.1%,i,-6%,-13%,6%,-1%
Cc1ccc(SCCC(=O)N2CCOCC2)cc1,i,0%,0%,-8%,8%,0.2%,i,-3%,1%,-5%,17%
COc1ccccc1NC(=O)c1nnn(Cc2ccccc2)c1NC(C)=O,i,4%,-5%,-9%,-3%,0.5%,i,1%,24%,1%,.
COc1cccc(NC(=O)c2oc3ccccc3c2NC(=O)C(C)(C)C)c1,i,0%,14%,13%,16%,-0.8%,i,-10%,-7%,0%,-24%
C[C@H]1/C=C\CC(=O)OC[C@H](C)C(=O)N2CCC[C@@H]2C(=O)OC1,.,0%[11.4 µM],.,-2%[11.5 µM],.,1.8%[9.22 µM],.,.,.,2%[11.4 µM],2%[11.4 µM]
CCCCN(CC)CCCNC(=O)CC1Oc2ccccc2NC1=O (stereo not given),i,-3%,1%,2%,?,-1.4%,i,-6%,2%,1%,7%
COc1cccc(CNC(=O)CCS(=O)(=O)c2cccc3nonc23)c1,i,4%,1%,23%,?,-1.5%,i,6%,2%,2%,-3%
Cc1ccc(C)c(S(=O)(=O)NCc2cccnc2)c1,i,2%,-3%,7%,-7%,-2.7%,i,-6%,-2%,0%,4%
CC(=O)N1CCN(CCN=CC2=C(O)CC(C)(C)CC2=O)CC1,i,1%,0%,-7%,5%,1.0%,i,-3%,0%,2%,-5%
CN(C)C(=O)CN(c1ccc(F)c(Cl)c1)S(C)(=O)=O,i,17%,-2%,-17%,9%,3.1%,i,-3%,3%,1%,2%
O=C(c1ccc(S(=O)(=O)N2CCCCC2)cc1)N1CCN(c2ccccc2)CC1,i,-3%,-2%,6%,0%,-1.6%[57.5 µM],i,4%,16%,-2%,7%
O=[N+]([O-])c1cc(Cl)cc2c1nc(NCCO)c1ccccc12,i,-15%[11.4 µM],-9%[11 µM],-6%[11.5 µM],?,-0.6%[9.22 µM],i,7%[11.4 µM],4µM*,2%[11.4 µM],-8%[11.4 µM]
CCc1nnc(NC(=O)CCC(=O)N2CCCC2)s1,?,2%,-1%,-8%,-6%,1.1%[1.84 µM],i,-1%,-8%,2%,-1%
O=c1c2[nH]c3ccccc3c2ncn1CCN1CCCCC1,?,-1%,-1%,6%,-12%,-2.2%[1.84 µM],i,3%,2%,0%,1%
O=C1[C@H]2[C@H]3[C@H](O)[C@H](O)C/C(=N/OC[C@@H](O)COCc4ccco4)[C@@H]3CC[C@@H]2C(=O)N1Cc1ccccc1,.,5%[11.4 µM],.,15%[11.5 µM],.,1.8%[9.22 µM],.,.,.,-2%[11.4 µM],3%[11.4 µM]
